Assay outcomes from PubChem.
HepG2 viability – HepG2 cytotoxicity, counter-screen for TGF-b inhibitors. HepG2 CAGA-GFP viability, ATP luminescence, 18 h. Potency, µM (top dose mostly 46.1 µM), for inactives: at the top dose activity change, negative = cytotoxicity, usual class: cytotoxic. 0.76% of 410,000 active. AID 588856; further: potency means the concentration at half of the fitted maximal effect; some results filed as inactive show a strong effect at the top dose
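HepG2 CAGA-GFP cells (1000/well, DMEM with 1% FBS) received compound, then TGF-beta at 500 pg/mL final, and were incubated 18 hours at 37 degrees C. Viability was read by CellTiter-Glo luminescence. Media-only wells were set as complete cell-killing and DMSO as no toxicity.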
A549 viability – A549 cytotoxicity, counter-screen for Nrf2 inhibitors | A549 ARE-Fluc cells, CellTiter-Fluor viability, 18-24 h | 0.16% of 390,000 active | Potency, µM (titrated, usually from 46 µM), for the others: top-dose activity change, negative = cytotoxicity, usual class: inhibitors | AID 504648; further: potency means the concentration at half of the fitted maximal effect; on the % scale 0 is the no-effect control and ±100 the full control effect
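A549 ARE-Fluc cells in 5% FBS OPTI-MEM, 5000 cells/well, rested 2 h then exposed to compounds in concentration-response for 18-24 h at 37 °C. Viability by CellTiter-Fluor fluorescence (Ex 405/Em 525) after 30 min; luciferase luminescence (BugLite, 15 min, RT) read afterwards.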
TGFb SMAD3 inh – TGF-b pathway inhibition; HepG2 CAGA-GFP TGF-b/SMAD3 reporter, GFP fluorescence, 18 h; TGF-beta stimulated, 500 pg/mL final; Potency, µM (series often up to 46.1 µM), for the others: at the highest dose activity, negative = inhibition, usual class: inhibitors; 1.2% of 410,000 active; AID 588855; further: potency means the concentration at half of the fitted maximal effect; on the % scale 0 is the no-effect control and ±100 the full control effect; nearly all actives have a fitted effect of over 65% in size
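Per well, imaged GFP fluorescence of HEPG2 CAGA-GFP cells gives the signal; cells get compound, then TGF-beta (500 pg/mL final), 18 h at 37 degrees C; %Activity versus -TGF-beta and +DMSO controls.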
ATXN viability – viability counter-screen for ATXN expression inhibitors; S2 cells (HEK-293 line with an ATXN2-luciferase reporter) viability, CellTiter-Fluor protease fluorescence, 24 h; 0.49% of 400,000 active; Potency, µM (titrated, usually from 56.7 µM), actives largely listed as cytotoxic; further: potency means the concentration at half of the fitted maximal effect; nearly all actives have a fitted effect of over 40% in size
MmCpn inh – blocks the Methanococcus maripaludis chaperonin Mm-Cpn; purified Mm-Cpn ATPase, ADP Transcreener TR-FRET; Potency, µM (doses to about 76.9 µM), for the others: top-dose activity, negative = inhibition, most hits filed as inhibitors; 0.031% of 330,000 active; AID 504842; further: potency means the concentration at half of the fitted maximal effect; on the % scale 0 is the no-effect control and ±100 the full control effect; nearly all actives have a fitted effect of over 80% in size
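Eu-cryptate anti-ADP/ADP-d2 competition gives a ratio inversely related to ADP. Enzyme at 25 nM was pre-exposed to compound for 10 min, then given 10 uM ATP for 30 min, 37°C throughout.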
Nrf2 block – Nrf2 pathway inhibition. A549 ARE-Fluc reporter, luciferase luminescence, 18-24 h. AID 504444. Potency, µM (doses to about 46 µM), inactives show at the top dose activity change, negative = inhibition, most hits filed as inhibitors. 2.1% of 360,000 active; further: potency means the concentration at half of the fitted maximal effect; on the % scale 0 is the no-effect control and ±100 the full control effect; nearly all actives have a fitted effect of over 60% in size
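Concentration-response testing used A549 ARE_Fluc cells at 5000 cells/well. Following an 18-24 h compound incubation, viability was read by fluorescence (Ex 405/Em 525) and luciferase output by luminescence.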
Nrf2 ARE act – activates Nrf2 signaling | 0.31% of 410,000 active | AREc32 ARE-luciferase reporter (MCF7-derived line), luminescence, 24 h | Potency, µM (series often up to 46.1 µM), for inactives: at the top dose activation, most hits filed as activators; further: potency means the concentration at half of the fitted maximal effect; % of control where 0% means no effect; nearly all actives have a fitted effect of over 65% in size
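Each well held 1000 AREc32 cells, which were incubated with compound for 24 hr at 37 deg C after overnight attachment, and ARE reporter activity was quantified by firefly luciferase luminescence.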
CCT chaperon mod – modulators of cytosolic chaperonin (CCT/TRiC) activity; activity change, % (test concentration not listed), hits read low; purified chaperonin ATPase assay, HTRF ADP detection, 30 min; 0.3% of 360,000 active; in the data active means activity change below about -30%; further: on the % scale 0 is the no-effect control and ±100 the full control effect
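First, chaperonin was dispensed at 40 nM or 20 nM final depending on batch activity. Next, compounds were pinned at 76 uM and ATP added at 10 uM. After 30 min at 37 °C, ADP detection reagents ran 30 min at ambient temperature.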
pAkt inh – Akt phosphorylation inhibition. 0.32% of 360,000 active. Neuro2A IGF-stimulated pAkt S473 HTRF, 20 min; stronger effect = lower value. activity change, % for hits at 50 µM. AID 651550; in the data active means activity change below about -80%; inconclusive means mostly about -51% to -80%; further: on the % scale 0 is the no-effect control and ±100 the full control effect
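Single-point screen (50 µM final compound) in Neuro2A cells stimulated 20 min with 6 nM IGF at 37 deg C. After lysis, Ser473-phosphorylated Akt read by HTRF (ex 330 nm, em 615/665 nm) as the 665/615 ratio.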
* marks the source's active call; other numbers are inactive results; & = joins results of further samples; [ ] = dose if it differs, or a comment. Unless noted, the call rests on the fitted dose curve; in most records, active means well fitted curve in the direction sought with a large enough effect; inconclusive means small, poorly fitted or top-dose-only effect, or another doubt; inactive means no such curve, though single readings can be large; an effect the other way counts as inactive or inconclusive. Not a hit list. About 4.4% of those tested had a hit in this group.

CC(C)(C)c1nnc(N/N=C/c2ccc(Br)cc2)n(N)c1=O was read as HepG2 viability -29%, A549 viability 0%, TGFb SMAD3 inh -1%, ATXN viability inconclusive, MmCpn inh 0%, Nrf2 block 0%, Nrf2 ARE act 0.1%[9.22 µM], CCT chaperon mod -1.5 and pAkt inh inactive.
O=C(CC1C(=O)NCCN1Cc1ccc(-c2ccccc2)cc1)NCc1ccccc1 (configuration not stated) was read as HepG2 viability -17%, A549 viability -4%, TGFb SMAD3 inh inconclusive, ATXN viability inconclusive, MmCpn inh 4%, Nrf2 block -10%, Nrf2 ARE act -0.2%, CCT chaperon mod 3.1 and pAkt inh inactive.
Screening Cc1c(Cl)cccc1NC(=O)CSc1nc(=O)n(Cc2ccco2)c2c1CCC2 returned HepG2 viability -13%, A549 viability -3%, TGFb SMAD3 inh inconclusive, ATXN viability inactive and Nrf2 ARE act 7.6%.
`COc1cccc(NC(=O)Nc2cccn(Cc3ccccc3)c2=O)c1` gave HepG2 viability -5%, A549 viability -28%, TGFb SMAD3 inh -16%, ATXN viability inactive, MmCpn inh 2%, Nrf2 block 12µM*, Nrf2 ARE act 5.6%, CCT chaperon mod 1.5 and pAkt inh inactive.
Screening CSc1ccccc1Nc1ncnc(N)n1 returned HepG2 viability 4%, A549 viability 1%, TGFb SMAD3 inh 7%, ATXN viability inactive, MmCpn inh 0%, Nrf2 block 11%, Nrf2 ARE act 0.1%, CCT chaperon mod 0.8 and pAkt inh inactive.
COc1ccccc1NC(=O)c1cnc(SCC(=O)NCC2CCCO2)n(C)c1=O (configuration not stated) was read as HepG2 viability -29%, A549 viability 4%, TGFb SMAD3 inh inconclusive, ATXN viability inactive, MmCpn inh -2%, Nrf2 block inconclusive, Nrf2 ARE act inconclusive, CCT chaperon mod -1.2 and pAkt inh inactive.
For CC(C)c1ccc(NC(=O)COC(=O)c2ccc(CN3CCCC3=O)cc2)cc1 the results were HepG2 viability -13%, A549 viability 0%, TGFb SMAD3 inh -12%, ATXN viability inactive, MmCpn inh -2%, Nrf2 block 3%, Nrf2 ARE act -0.8%, CCT chaperon mod -0.1 and pAkt inh inactive.
Screening CN(C)C(=O)c1cc(C(=O)c2ccccc2Cl)c[nH]1 returned HepG2 viability 0%, A549 viability 2%, TGFb SMAD3 inh -4%, ATXN viability inactive, MmCpn inh -2%, Nrf2 block 25%, Nrf2 ARE act 1.7%, CCT chaperon mod 1.6 and pAkt inh inactive.
For Cc1ccc2cc(/C=N/NC(=O)c3ccccc3O)c(Cl)nc2c1 the results were HepG2 viability -7%, A549 viability 1%, TGFb SMAD3 inh inconclusive, ATXN viability inactive, MmCpn inh 7%, Nrf2 block -16%, Nrf2 ARE act 0.5%, CCT chaperon mod 2.5 and pAkt inh inactive.
CCN(CC)c1ccc(NC(=O)CSc2n[nH]c(-c3ccco3)n2)cc1 was read as HepG2 viability -9%, A549 viability -6%, TGFb SMAD3 inh 0%, ATXN viability inconclusive, MmCpn inh -4%, Nrf2 block 14%, Nrf2 ARE act 7.6%, CCT chaperon mod -1.5 and pAkt inh inactive.
`CCCC(=O)Nc1nc(-c2ccccc2)ns1` gave HepG2 viability 1%, A549 viability -1%, TGFb SMAD3 inh inconclusive, ATXN viability inactive, MmCpn inh 0%, Nrf2 block 0%, Nrf2 ARE act 3.9%, CCT chaperon mod -2.4 and pAkt inh inactive.
For COc1cc(CN2CCNC(=O)C2CC(=O)NCc2csc(C(C)C)n2)cc(OC)c1 (configuration not stated) the results were HepG2 viability 1%, A549 viability -6%, TGFb SMAD3 inh 12%, ATXN viability inactive, MmCpn inh -2%, Nrf2 block -20%, Nrf2 ARE act 0.1%, CCT chaperon mod -2.5 and pAkt inh inactive.
`COc1ccc(NC(=O)C2CCCN(S(=O)(=O)c3c(C)[nH]c(=O)[nH]c3=O)C2)cc1Cl` (configuration not stated) gave HepG2 viability 19%&-15%, A549 viability 0%&0%, TGFb SMAD3 inh 15%&-10%, ATXN viability inactive, MmCpn inh -5%, Nrf2 block inconclusive, Nrf2 ARE act 1.0%&-0.3%, CCT chaperon mod 0.4 and pAkt inh inactive.
`CCc1c(C)nc(N2CCN(c3ccc(F)cc3)CC2)[nH]c1=O` gave HepG2 viability -22%, A549 viability 0%, TGFb SMAD3 inh -3%, ATXN viability inactive, MmCpn inh 1%, Nrf2 block -15%, Nrf2 ARE act -0.2%, CCT chaperon mod 1.1 and pAkt inh inactive.
For CCc1ccc(CNC(=O)c2ccc3nc(SCc4ccc(F)cc4)n(C)c3c2)cc1 the results were HepG2 viability -30%, A549 viability -10%, TGFb SMAD3 inh inconclusive, ATXN viability inactive, Nrf2 block inconclusive and Nrf2 ARE act 3.8%.
`O=C(COC(=O)/C=C/c1ccc(C(F)(F)F)cc1)NCc1ccco1` gave HepG2 viability 9%, A549 viability 2%, TGFb SMAD3 inh 0%, ATXN viability inactive, MmCpn inh 1%, Nrf2 block 3%, Nrf2 ARE act 0.6%, CCT chaperon mod 0.6 and pAkt inh inactive.
Cc1nc(SCC(=O)N(CC(C)C)C2CCS(=O)(=O)C2)c(C#N)c(C)c1C (configuration not stated) was read as HepG2 viability 2%, A549 viability -4%, TGFb SMAD3 inh 1%, ATXN viability inactive, MmCpn inh inconclusive, Nrf2 block 4%, Nrf2 ARE act 0.3%, CCT chaperon mod -2.6 and pAkt inh inactive.
Cc1ccc(C)c(NC(=O)c2nnn(CC(=O)Nc3cccc(C)c3C)c2N)c1 was read as HepG2 viability -12%, A549 viability 4%, TGFb SMAD3 inh -9%, Nrf2 block 19% and Nrf2 ARE act 0.2%.
Screening COc1cc2c(cc1NC(=O)CN(C)Cc1ccc(OC)c(OC)c1)oc1ccccc12 returned HepG2 viability -10%, A549 viability -12%, TGFb SMAD3 inh -8%, ATXN viability inactive, MmCpn inh -8%, Nrf2 block 16µM*, Nrf2 ARE act -1.0%, CCT chaperon mod -0.2 and pAkt inh inactive.
Cc1c(CC(=O)NCc2ccc(F)cc2)c(=O)oc2cc(O)c(Cl)cc12 was read as HepG2 viability -5%, A549 viability 3%, TGFb SMAD3 inh 10%, Nrf2 block 3% and Nrf2 ARE act -0.4%.
CCOc1ccc(N(CC(=O)N/N=C/c2ccc(OC(C)C)cc2)S(C)(=O)=O)cc1 was read as HepG2 viability -5%, A549 viability -1%, TGFb SMAD3 inh inconclusive, ATXN viability inactive, MmCpn inh -2%, Nrf2 block 11%, Nrf2 ARE act 0.1%, CCT chaperon mod 1.5 and pAkt inh inactive.
`Cc1ccc(NC(=O)CSc2nnc(CCNC(=O)OC(C)(C)C)o2)c(C)c1` gave HepG2 viability 6%, A549 viability -20%, TGFb SMAD3 inh 0%, ATXN viability inactive, MmCpn inh 1%, Nrf2 block inconclusive, Nrf2 ARE act -0.3%, CCT chaperon mod -1.3 and pAkt inh inactive.
Cc1ccccc1OCC(=O)Nc1ccc(-c2nc3ncccc3o2)cc1 was read as HepG2 viability 2%, A549 viability -3%, TGFb SMAD3 inh -5%, Nrf2 block -12% and Nrf2 ARE act 0.5%.
Screening CCOC(=O)Nc1c(C(=O)OC)[nH]c2cccc(OC)c12 returned HepG2 viability 0%, A549 viability -9%, TGFb SMAD3 inh -2%, ATXN viability inactive, MmCpn inh -2%, Nrf2 block 10%, Nrf2 ARE act 0.2%, CCT chaperon mod 2.0 and pAkt inh inactive.

Two successive entries from above, for reference:
`Cc1ccc(NC(=O)CSc2nnc(CCNC(=O)OC(C)(C)C)o2)c(C)c1` gave HepG2 viability 6%, A549 viability -20%, TGFb SMAD3 inh 0%, ATXN viability inactive, MmCpn inh 1%, Nrf2 block inconclusive, Nrf2 ARE act -0.3%, CCT chaperon mod -1.3 and pAkt inh inactive.
Cc1ccccc1OCC(=O)Nc1ccc(-c2nc3ncccc3o2)cc1 was read as HepG2 viability 2%, A549 viability -3%, TGFb SMAD3 inh -5%, Nrf2 block -12% and Nrf2 ARE act 0.5%.

Next results follow:
Screening CN(C(=O)c1ccco1)c1nc2c(s1)CCCC2 returned HepG2 viability -54%, A549 viability 15%, TGFb SMAD3 inh -8%, ATXN viability inactive, MmCpn inh 1%, Nrf2 block inconclusive, Nrf2 ARE act inconclusive, CCT chaperon mod 0.9 and pAkt inh inactive.
Screening Cc1ccc(N2C(=O)C3C(C(=O)c4ccccc4)=NN(c4ccccc4)C3C2=O)cc1 (configuration not stated) returned HepG2 viability 23%, A549 viability 6%, TGFb SMAD3 inh 56%[activator], MmCpn inh -13%, Nrf2 block 4%, Nrf2 ARE act 0.3%, CCT chaperon mod 1.2 and pAkt inh inactive.
For O=C1CC(c2ccc(O)cc2)Oc2cc(O)cc(O)c21 (configuration not stated) the results were HepG2 viability 0%, A549 viability -3%, TGFb SMAD3 inh 12%, ATXN viability inactive, MmCpn inh 1%, Nrf2 block -24%, Nrf2 ARE act 0.3%, CCT chaperon mod -3.9 and pAkt inh inactive.
COCCN1C[C@@H](CO)O[C@@H](n2cnc3c(NCCCO)ncnc32)C1 was read as HepG2 viability -3%, TGFb SMAD3 inh 0%, ATXN viability inactive, Nrf2 ARE act -0.7% and CCT chaperon mod 0.9.
For Cc1ccccc1NC(=O)c1ccc2c(c1)OCCO2 the results were HepG2 viability 12%, A549 viability -9%, TGFb SMAD3 inh 11%, ATXN viability inconclusive, MmCpn inh 0%, Nrf2 block inconclusive, Nrf2 ARE act 3.9%, CCT chaperon mod -0.5 and pAkt inh inactive.
